High-throughput results as filed in PubChem BioAssay.
NCF1 inh: blocks human p47phox regulatory protein of NADPH oxidases; AID 1274; inhibition, % at 24.7 µM; 220,000 compounds, 0.53% hits; p47phox/p22phox peptide binding, fluorescence polarization, 2 h;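 active means inhibition above about 30%, limit read from the data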;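 further: 0% = p47phox with labelled peptide and 100% = labelled peptide alone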
Target sequence (P14598 whole entry, looked up): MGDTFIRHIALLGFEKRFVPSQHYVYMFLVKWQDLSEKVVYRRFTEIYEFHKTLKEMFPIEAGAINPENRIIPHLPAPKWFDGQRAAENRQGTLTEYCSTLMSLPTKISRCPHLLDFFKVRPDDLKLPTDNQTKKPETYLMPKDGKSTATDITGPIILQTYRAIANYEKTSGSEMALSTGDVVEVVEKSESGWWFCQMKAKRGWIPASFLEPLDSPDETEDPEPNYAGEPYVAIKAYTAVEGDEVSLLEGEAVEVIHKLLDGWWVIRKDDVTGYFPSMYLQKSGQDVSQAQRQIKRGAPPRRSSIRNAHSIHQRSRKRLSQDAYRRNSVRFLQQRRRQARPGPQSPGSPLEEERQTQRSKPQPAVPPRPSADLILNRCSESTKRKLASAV
Runt-SMMHC FRET: Runt domain-CBFb-SMMHC interaction inhibition. Q01196+Q13951. Cerulean-Runt/Venus-CBFb-SMMHC FRET ratio 530/480, 1 h. inhibition, % at 20 µM. 220,000 compounds, 0.74% hits;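 active means mean inhibition across duplicate retests at 20 µM reaching about 50%, limit read from the data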;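 further: 0% = DMSO wells and 100% = wells with excess untagged CBFb-SMMHC; inhibitors lower the FRET ratio by blocking Runt binding to CBFb-SMMHC; some results filed as inactive read as strong as hits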
Target sequence (Q01196 whole entry, looked up, the tested form may be a part): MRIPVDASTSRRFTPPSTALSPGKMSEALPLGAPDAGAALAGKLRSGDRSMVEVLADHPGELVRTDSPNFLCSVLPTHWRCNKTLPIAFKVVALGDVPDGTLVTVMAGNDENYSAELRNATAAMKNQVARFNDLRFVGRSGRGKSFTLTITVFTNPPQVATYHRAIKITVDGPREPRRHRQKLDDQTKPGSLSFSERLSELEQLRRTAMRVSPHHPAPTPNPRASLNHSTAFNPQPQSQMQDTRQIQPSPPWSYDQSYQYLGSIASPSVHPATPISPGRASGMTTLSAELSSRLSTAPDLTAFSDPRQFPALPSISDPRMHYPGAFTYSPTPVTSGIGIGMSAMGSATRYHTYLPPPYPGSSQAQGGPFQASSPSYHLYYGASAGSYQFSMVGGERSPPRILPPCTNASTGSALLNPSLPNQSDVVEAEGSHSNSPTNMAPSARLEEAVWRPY
Target sequence (Q13951 whole entry, looked up, the tested form may be a part): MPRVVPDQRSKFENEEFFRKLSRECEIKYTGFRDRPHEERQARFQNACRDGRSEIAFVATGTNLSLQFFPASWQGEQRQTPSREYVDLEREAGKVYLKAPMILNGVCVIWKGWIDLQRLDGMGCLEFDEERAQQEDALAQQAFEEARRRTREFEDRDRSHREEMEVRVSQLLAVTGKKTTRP
p97 inhibitor: blocks human p97 ATPase activity; P55072; recombinant p97 ATPase, Kinase-Glo ATP luminescence, 3 h; inhibition, % at 8 µM; 220,000 compounds, 0.42% hits; in the data active means inhibition above about 15%;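 further: 0% = DMSO vehicle and 100% = wells lacking enzyme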
Calpain2 inh: inhibitors of pig calpain II; 220,000 compounds, 0.37% hits; purified calpain II, fluorogenic peptide substrate, 30 min; inhibition, % at 16 µM; AID 1236;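 active means inhibition above about 50%, limit read from the data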
Furin inhibitor: inhibitors of human furin; purified furin, fluorogenic substrate cleavage; inhibition, % at 30 µM; P09958; AID 463115; 220,000 compounds, 0.061% hits; in the data active means inhibition above about 25%; further: inactives centre near -15
RBBP9 inh: inhibitors of human serine hydrolase RBBP9. O75884. recombinant RBBP9, FP-Rh probe fluorescence polarization. inhibition, % at 7.94 µM. 220,000 compounds, 0.2% hits;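 active means inhibition above the campaign mean of all tested compounds plus 3 SD, cut at about 14% in these data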;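 further: plate controls were DMSO wells with RBBP9 for no effect and wells lacking RBBP9 protein for full effect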
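Controls: DMSO-treated enzyme wells and wells lacking RBBP9 | Material: RBBP9 protein | Technique: Fluorescence polarization | Replication: Single well per compound, no replicates | Buffer or medium: Tris-NaCl-Pluronic buffer, pH 8.0 | Timing: 30 min compound preincubation, 45 min probe labeling, 25 °C | Read-out basis: Percent inhibition from mP, scaled between DMSO and no-protein wells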
Runt-CBFb FRET: blocks binding of human RUNX1 Runt domain to CBFb | 220,000 compounds, 0.46% hits | Cerulean-Runt/Venus-CBFb FRET ratio 530/480, 1 h | Q01196+Q13951 | inhibition, % at 20 µM | AID 1496;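 active means inhibition over about 50% at 20 µM in the single-dose screen, limit read from the data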;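 further: 0% = DMSO wells and 100% = excess unlabeled CBFb competitor control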
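test system = Cerulean-tagged RUNX1 Runt domain (FRET donor) fusion protein | reagent = Venus-CBFb binding partner, 100 nM | incubation = protein complex preformed 1 h, compound exposure 1 h, room temperature, dark | detection = FRET fluorescence | read-out basis = loss of energy transfer signal | controls = 5 µM unlabeled CBFb as full-inhibition high control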
EBV gp42 inh: blocks Epstein-Barr virus glycoprotein 42 binding | Q1HVG2 | Fluorescence polarization binding assay, mP read-out | inhibition, % (tested at 21.74 µM) | 220,000 compounds, 0.42% hits; in the data active means inhibition above about 50%
Tb hexokinase: T. brucei hexokinase 1 inhibition. recombinant TbHK1, G6PDH-coupled NADH A340. inhibition, % at 10 µM. 220,000 compounds, 0.11% hits. AID 1430;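 active means inhibition of 50% or more in the single-dose primary screen; inactive means inhibition below 50%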
* marks the source's active call; other numbers are inactive results; i = inactive; / = not tested or not shown; & = joins results of further samples; [ ] = another dose, or the depositor's remark.

SMILES	NCF1 inh	Runt-SMMHC FRET	p97 inhibitor	Calpain2 inh	Furin inhibitor	RBBP9 inh	Runt-CBFb FRET	EBV gp42 inh	Tb hexokinase
CCOC1=C/C(=C/c2c(N)n3nc(S(=O)(=O)CC)sc3nc2=O)C=CC1=O	-33	-162	2	3	-12	-4	-35	-83	-14
CCN(CC)C(=O)Cn1cnc2sc(C(=O)N3CCN(c4ccc(OC)cc4)CC3)c(C)c2c1=O	-8	1	2	-9	-15[20 µM]	2	0	-12	-4
CC(=O)N1N=C(c2cccs2)CC1c1cccc([N+](=O)[O-])c1 (stereo not given)	1	0	4	6	-10	-3	0	9	-10
O=C(O)Cn1c(-c2ccccc2)nc2ccccc21	-15	-2	-1	12	-19	-7	0	-3	-7
O=[N+]([O-])c1cccc(-n2cccc2/C=N/Nc2nc(N3CCCCC3)nc(N3CCCCC3)n2)c1	-14	-4	1	-60	-22	-9	-1	-5	-4
Cc1cccc(NC(=S)N2CCCN(c3ncccc3[N+](=O)[O-])CC2)c1	-3	-2	7	6	-11	5	4	-20	0
CCOc1cc(CNc2ccccc2)cc(Br)c1OCc1ccc(F)cc1	-4	-4	-1	34	-8[20 µM]	-1	0	6	3
CCOC(=O)CC(/C(C)=N\O)c1ccccc1 (stereo not given)	-4	3	-1	-15	-26	3	-2	-17	-2
NS(=O)(=O)c1ccc(NC2=CC(c3ccc([N+](=O)[O-])cc3)N(c3ccc(S(N)(=O)=O)cc3)C2=O)cc1 (stereo not given)	-1	-7	11	-13	-18	-31	5	-13	4
CCN(CC)C(=O)CP(=O)(c1ccccc1)c1ccccc1	5	0	-3	-11	-27	-6	-1	-26	-12
O=C(OCC(=O)N1CCCCC1)c1cc2ccccc2cc1O	16	-1	-1	-2	-16	-5	0	0	-1
O=C(Cn1c(=O)n(-c2cccc(Cl)c2)c(=O)n1CC(=O)N1CCCCC1)N1CCCCC1	-19	-1	7	-22	-15[20 µM]	-10	0	-10	-4
CSc1n[nH]c(=S)n1N	-2	2	2	1	0	7	8	3	2
O=C(Cn1cnc2c(cnn2-c2ccccc2)c1=O)OCc1ccccc1	0	-1	0	-29	-26	0	-2	3	-2
COc1ccc(NC(=O)CSc2ncn(-c3ccccc3)n2)cc1Cl	-12	0	-3	-13	-15[20 µM]	-6	-3	-3	-5
CCC(C)N1CC(O)=C(c2nc3ccccc3[nH]2)C1=N (stereo not given)	2	0	-4	-12	-9	-2	0	-3	26
COc1ccc(CCCc2nc3ccccc3[nH]2)cc1	-7	0	2	27	-13	-5	-1	-4	-3
CCC(=O)N1CCc2cc(S(=O)(=O)CCC(=O)Nc3ccc(C)cn3)ccc21	5	4	5	15	-20	-1	1	-17	-2
COC(=O)C1=C(C)N(Cc2ccco2)C(=O)N[C@@H]1c1ccccc1	-6	5	2	6	-12	-9	0	-6	-3
CC(C)Cc1nc(Cl)c(C#N)c2c1CCCC2	-6	4	4	6	-18	8	0	-14	-3
COc1cccc(-c2nc(CS(=O)(=O)CC(=O)NCCCN3CCc4ccccc4C3)c(C)o2)c1	-7	-5	1	10	-16	-10	-3	-1	9
COc1ccc(NC(=O)c2ccc(Cl)c(S(=O)(=O)N3CCc4ccccc4C3)c2)cn1	-69	-6	5	-65	-12	-16	0	-20	-6
O=C(NNS(=O)(=O)c1ccccc1)C1CCN(S(=O)(=O)c2ccc(Cl)cc2)CC1	-7	-1	-6	20	-16[20 µM]	-6	-1	6	0
Cc1cc(C)cc(C(=O)NCC(=O)OCC(=O)N(C)c2ccccc2)c1	2	2	-4	29	-10	-10	1	-1	5
COc1ccc(/C=N/NC(=O)CCn2cnc(-c3ccccc3)c2-c2ccccc2)cc1OC	-9	-36	-1	7	-5	-12	-7	19	-17
SMILES	NCF1 inh	Runt-SMMHC FRET	p97 inhibitor	Calpain2 inh	Furin inhibitor	RBBP9 inh	Runt-CBFb FRET	EBV gp42 inh	Tb hexokinase
C=CCOc1ccc2nnc(C)n2n1	-4	3	4	-13	1	3	-1	-14	1
C=CCN1C(=O)NC(c2ccc(OC)cc2)(C(F)(F)F)S/C1=C(\C#N)c1nnc(N2CCOCC2)n1-c1ccccc1 (stereo not given)	-13	1	-3	-44	-15	-3	-5	17	-1
Cc1ccccc1C(=O)NC(=S)Nc1ccc(N2CCOCC2)cc1	-5	-2	0	18	-17	-1	2	10	-5
CCOC(=O)c1cnc2c(cnn2C)c1Oc1ccc(OC)cc1	-11	2	-6	7	-19	-11	-1	-2	-1
COc1ccc(CNC(=O)Nc2ccc(OC)cc2)cc1	-4	1	2	-23	-21[20 µM]	4	0	-14	0
C=CCSc1nc(-c2ccccc2)c(C#N)c(=O)[nH]1	-7	-3	7	-7	-5[20 µM]	6	1	-13	-2
CC1(C)CC(=O)C2=C(C1)N(Cc1cccnc1)C(=O)C2(NC(=O)C1CC1)C(F)(F)F (stereo not given)	-6	-1	1	22	-19[20 µM]	-9	1	7	-4
O=C1Nc2ccc(S(=O)(=O)N3CCOCC3)c3cccc1c23	-1	17	4	-487	-18[20 µM]	-5	11	-13	-14
Nc1ccccc1-c1nnn(CC(=O)N2CCCc3ccccc32)n1	-1	2	2	-5	-22[20 µM]	-5	0	-5	2
Cc1cnc(C(=O)NCc2ccc(Cl)cc2Cl)cn1	-6	0	10	16	-22	-2	-2	-6	-4
CCCC(C)C(=O)NCc1ccncc1 (stereo not given)	4	0	1	-32	-22	-2	1	-13	-6
COC(=O)Cn1c(C)nc2ccccc21	-7	0	-5	11	-7[20 µM]	-2	2	-8	-4
CNc1nnc(Sc2ncccc2[N+](=O)[O-])s1	-10	0	5	-9	-20	-2	4	-8	-23
COc1cccc(NC(=O)CN2C(=O)C(c3ccc(C)cc3)=NC23CCCCCC3)c1	-11	-2	-1	12	-6	-10	2	1	-6
CN1N=C(C(=O)N2CCc3c([nH]c4ccccc34)C2c2ccccc2Cl)CCC1=O (stereo not given)	-11	2	4	-71	-25	-5	2	4	-16
O=C(COC(=O)c1cc(-c2ccc(Cl)s2)nc2ccccc12)NCc1ccco1	-32	-16	-4	-342	-18[20 µM]	-13	0	8	-2
Cc1ccc(NC(=O)c2cc(-n3cnnc3)ccc2Cl)cc1	-23	3	2	-23	-12[20 µM]	-5	0	7	4
Cc1ccc(C(C(=O)NC2CCCC2)N2CCCC(C)C2)cc1 (stereo not given)	-25	3	0	-16	-9	-8	0	-6	5
CCC/C(=N\NC(=O)CCC(=O)NCc1ccccc1)c1ccccc1	-7	0	-2	1	-28	1	-3	3	1
CCCCNS(=O)(=O)c1ccc(NC(=O)c2c(-c3ccccc3Cl)noc2C)cc1	-49	1	0	-7	-9[20 µM]	-2	2	-11	-1
CCn1nc(C)c(CNC(=O)CCc2nnc(Cc3c[nH]c4ccccc34)o2)c1C	-4	3	5	3	-18	1	0	-11	-3
Cc1cccc(Nc2nnc(SCC3CCCCO3)s2)c1C (stereo not given)	-3	-4	-1	12	-7	5	0	-12	-2
COC(=O)c1cc(NC(=S)N2CCN(c3ccccn3)CC2)cc(C(=O)OC)c1	-6	2	-4	7	-21	-11	-3	0	-3
COc1cccc(C(=O)N2CCOCC2)c1OC	5	2	4	-23	-17	-1	0	0	-8
Nc1ccc(Oc2cccc(Oc3ccc(N)cc3)c2)cc1	-13	3	4	-1	-22	-3	-1	-7	-1
SMILES	NCF1 inh	Runt-SMMHC FRET	p97 inhibitor	Calpain2 inh	Furin inhibitor	RBBP9 inh	Runt-CBFb FRET	EBV gp42 inh	Tb hexokinase
CCn1cc(C(=O)OCC(=O)c2ccc(Cl)cc2)c(=O)c2ccc(C)nc21	0	1	0	-1	-25	-7	-3	-13	-10
CCCCc1ccc(NC(=O)c2ccc(NS(C)(=O)=O)cc2)cc1	-15	0	-4	-27	-16	-6	0	0	-1
O=C(Nc1ccc(F)c(F)c1)c1ccc(F)c(S(=O)(=O)N2CCC3(CC2)OCCO3)c1	3	7	1	11	-14	-4	-1	-1	-6
Cc1ccc(/C=C/C(=O)Nc2ccncc2)o1	15	15	-3	-13	6	-6	12	6	-45
CCn1c(=O)c(C(C)=O)nc2ccccc21	-9	-45	7	-25	-16	-3	-17	-14	-3
S=c1[nH]nc(Cc2cccc3ccccc23)n1-c1ccccc1	2	13	1	-25	-21[20 µM]	1	3	-15	-3
CCOC(=O)n1c(=O)n(Cc2ccc(F)cc2)c2ccccc21	-1	1	12	40	-9	-6	-2	-7	8
CC1=CC(C)(C)[N+](C)=CN1c1ccccc1	-3	7	-1	-10	-14	-5	-3	-25	-5
O=S(=O)(Nn1cnnc1)c1ccc(F)cc1	26	-6	2	-22	-22	-5	3	11	-1
COC(=O)c1ccc(NC(=O)CN(C)S(=O)(=O)c2ccc(OC)c(C)c2)cc1	-8	-7	-1	1	-10[20 µM]	-7	-2	6	5
COc1ccc(OCC(=O)OCCN2C(=O)c3ccccc3C2=O)cc1	-15	-2	-4	-125	-20	-6	0	2	4
O=C(Nc1cccc(C(F)(F)F)c1)Oc1ccccc1N1CCOCC1	-1	1	-7	-9	-7	-16	2	-1	10
CCCCc1nnc(SCCSc2nnc(CCCC)n2N)n1N	-13	-2	-1	-18	-17[20 µM]	-3	2	-5	3
COc1ccc(C2=CC(c3ccc(Cl)cc3)n3cnnc3N2)cc1OC (stereo not given)	-12	-157	4	i	-16	-3	-24	55*	1
COc1cc(/C=N/NC(=O)C(C)Nc2n[nH]c(=O)[nH]c2=O)ccc1O (stereo not given)	-8	0	4	20	-5	3	5	-18	-25
COc1nc(NCCO)nc(Nc2ccccc2F)n1	-18	1	0	-13	-17	-3	0	-5	-1
COc1cc(/C=N/NC(=O)CSCc2ccc([N+](=O)[O-])cc2)cc(OC)c1OC	-14	-2	3	1	-13	-1	/	-25	-5
COCCn1c(NCc2ccco2)nc2c1c(=O)[nH]c(=O)n2C	-3	-3	-4	36	-13	-8	0	0	3
CC(N)C12CC3CC(CC(C3)C1)C2 (stereo not given)	-7&-6	0&-1	5&6	5&-31	-20&-31	-9&-6	3&1	-17&-16	-5&-3
COc1ccc(S(=O)(=O)N(C)C)cc1NC(=O)CSc1nncs1	-2	-5	6	-26	-21	-5	1	-3	4
CN1CCc2cc3c(c4c2C1CC41CCC(=NO)CC1)OCO3 (stereo not given)	-6	-8	4	-49	-24	-5	0	2	1
COC(=O)C(NC(C)=O)(Nc1nc2c(C)cc(C)cc2s1)C(F)(F)F (stereo not given)	-14	-3	0	-9	-21[20 µM]	-6	0	-9	0
CCOC(=O)C1(CC2CCCCO2)CCN(S(=O)(=O)c2ccc(OC)cc2)CC1 (stereo not given)	0	-1	0	-5	-19	-4	-1	0	-4
O=C(O)CC(NC(=O)C1CCCCC1)c1ccc(OC2CCCC2)cc1 (stereo not given)	-3	-7	3	-22	-19	3	-1	-6	1
CCOC(=O)c1c(-c2ccccc2)cn2ccccc12	-2	1	-8	-200	-21[20 µM]	-8	1	11	-4

Three entries picked at random from those above:
SMILES	NCF1 inh	Runt-SMMHC FRET	p97 inhibitor	Calpain2 inh	Furin inhibitor	RBBP9 inh	Runt-CBFb FRET	EBV gp42 inh	Tb hexokinase
COC(=O)C(NC(C)=O)(Nc1nc2c(C)cc(C)cc2s1)C(F)(F)F (stereo not given)	-14	-3	0	-9	-21[20 µM]	-6	0	-9	0
O=C(Nc1cccc(C(F)(F)F)c1)Oc1ccccc1N1CCOCC1	-1	1	-7	-9	-7	-16	2	-1	10
COc1ccc(S(=O)(=O)N(C)C)cc1NC(=O)CSc1nncs1	-2	-5	6	-26	-21	-5	1	-3	4
